Screening results (PubChem BioAssay)
MIN6 prolif: MIN6 beta-cell proliferation induction. hit rate 0.29% among 330,000. MIN6 cells proliferation, ATPlite luminescence, 48 h; cells starved in 0.2% serum; 100% = growth in 10% serum. proliferation, % at 10 µM;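 active = compounds whose signal lies at least 3.5 SD above the mean of all wells on their plate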;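 also: 0% = DMSO-treated cells in low-serum medium and 100% = 10% serum control; some compounds called inactive have numbers as strong as hits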
MPTP inh: permeability transition pore inhibition; hit rate 1.4% among 360,000; inhibition, % at 10 µM; AID 602449; isolated mouse mitochondria, Ca2+ swelling absorbance, 30 min;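 active = inhibition of 50% or more, scaled per plate between neutral and stimulator controls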;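 also: 0% = DMSO wells given calcium and 100% = 1 mM EGTA wells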
mIAP activ: mouse IAP activation; muIAP, CDP-Star luminescence, 30 min; active compounds read high; 1 = vehicle-only enzyme signal, 0 = enzyme-free wells; activation factor at 10 µM; hit rate 0.24% among 330,000; AID 2805;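 active = activation factor of at least 2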; also: the source names both 10 and 20 µM as test concentration; values of inactives mirror those of a sister screen read the other way
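System: mouse IAP enzyme. Reagent: CDP-Star chemiluminescent phosphatase substrate. Benchmarks: DMSO wells, no-enzyme wells. Times: 30 min enzyme-substrate-compound incubation at room temperature. Detection: luminescence from enzymatic CDP-Star hydrolysis. Doses: test compounds delivered from DMSO solution.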
A3G deaminase: blocks human APOBEC3G single-stranded DNA deamination | Q9HC16 | recombinant A3G, ssDNA deamination FAM/TAMRA fluorescence | inhibition, % at 20 µM | hit rate 0.28% among 330,000 | AID 493012;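 active = inhibition of at least 40% at 20 µM, with no more than 30% in the related APOBEC3A deaminase screen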;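 also: plate controls were DMSO wells with A3G for no effect and wells lacking A3G enzyme for full effect; some compounds called inactive have numbers as strong as hits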
Target sequence (Q9HC16 whole entry, looked up): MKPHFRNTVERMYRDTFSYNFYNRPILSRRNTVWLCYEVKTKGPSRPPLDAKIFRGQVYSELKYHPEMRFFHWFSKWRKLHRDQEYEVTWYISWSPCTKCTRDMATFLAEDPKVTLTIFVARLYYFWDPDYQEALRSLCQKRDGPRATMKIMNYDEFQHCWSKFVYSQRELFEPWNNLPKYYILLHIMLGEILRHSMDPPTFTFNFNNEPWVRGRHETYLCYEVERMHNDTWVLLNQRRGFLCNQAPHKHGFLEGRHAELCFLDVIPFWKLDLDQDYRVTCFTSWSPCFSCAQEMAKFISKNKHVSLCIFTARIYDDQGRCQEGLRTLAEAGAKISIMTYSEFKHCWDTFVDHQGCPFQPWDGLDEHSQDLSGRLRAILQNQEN
A3A deaminase: blocks human APOBEC3A ssDNA deamination | P31941 | inhibition, % at 20 µM | AID 493011 | hit rate 0.41% among 330,000 | recombinant A3A, FAM/TAMRA ssDNA deamination fluorescence;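 active = at least 40% inhibition at 20 µM here, with at most 30% in a related deaminase screen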;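 also: plate controls were A3A with DMSO for no effect and wells lacking A3A enzyme for full effect; some results filed as inactive read as strong as hits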
Target sequence (P31941 whole entry, looked up): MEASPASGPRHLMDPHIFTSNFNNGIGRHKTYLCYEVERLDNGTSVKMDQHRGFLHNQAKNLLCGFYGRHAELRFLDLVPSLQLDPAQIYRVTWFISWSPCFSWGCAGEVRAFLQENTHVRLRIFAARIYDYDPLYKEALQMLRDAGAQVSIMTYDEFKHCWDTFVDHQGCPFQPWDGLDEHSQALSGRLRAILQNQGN
hIAP activ: increases human intestinal alkaline phosphatase activity; activation factor at 10 µM; hit rate 0.16% among 330,000; purified human IAP, CDP-Star luminescence, 30 min; active compounds read high; 1 = vehicle-only enzyme, 0 = enzyme-free background;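 active = activation factor of the enzyme at least 2-fold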; also: the source names both 10 and 20 µM as test concentration; values of inactives mirror those of a sister screen read the other way
hIAP inh: human IAP inhibition. P09923. purified IAP, CDP-Star luminescence, 30 min. inhibition, % at 10 µM. hit rate 0.12% among 330,000. AID 2544;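 active = inhibition reaching a set limit with compound at 10 µM in the primary screen, cut at about 35% in these data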;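 also: plate controls were DMSO wells with enzyme for no effect and no-enzyme buffer wells for full effect; values of inactives mirror those of a sister screen read the other way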
mIAP block: blocks mouse intestinal alkaline phosphatase; purified mouse IAP, CDP-Star luminescence, 30 min; inhibition, % at 10 µM; hit rate 0.2% among 330,000; AID 2806;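 active = inhibition of at least 40% at 10 µM in the primary screen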;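 also: plate controls were DMSO with enzyme for no effect and no enzyme wells for full effect; values of inactives mirror those of a sister screen read the other way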
NR3A LBD binder: NR3A (human) ligand-binding domain modulation. NR3A LBD differential scanning fluorimetry, Tm shift; 0% = protein alone, 100% = glycine-bound protein. Tm shift relative to glycine control, % at 25 µM. hit rate 2.5% among 340,000;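 active = melting temperature shift of at least 10% of the positive control shift, at one fixed dose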
The depositor's hits bear a star.

Values run as follows: MIN6 prolif, MPTP inh, mIAP activ, A3G deaminase, A3A deaminase, hIAP activ, hIAP inh, mIAP block, NR3A LBD binder
Cc1cc(NC(=O)C2CC(=O)N(c3cccc(Cl)c3)C2)no1 (stereo not given)
  0, -1.6, 1, -8, 5, 0.87, 13, -2, -5
COc1ccc(CNC(=O)CSc2nnc(C(F)(F)F)n2C)cc1
  4, 0.0, 0.92, -9, 1, 1.1, -6, 8, 0
S=C1CCSc2ccc(Cl)cc2N1
  0, -1.3, 0.91, -8, -3, 1.2, -22, 9, -1
NC(=O)Nc1ccc(C(=O)OCC(=O)N2CCc3ccccc3C2)cc1
  0, 0.8, 1.2, -6, 1, 0.96, 4, -22, 0
COc1ccc(N(C)S(=O)(=O)c2cccc(C(=O)NC3CCCCCC3)c2)cc1
  -3, -0.2, 0.97, -8, 0, 1, -3, 3, 2
CCc1ccccc1NS(=O)(=O)c1ccc(SC)cc1
  0, -5.2, 1, -10, -4, 1.1, -11, -1, 0
CCn1c(N)c(C(=O)NCCCOC)sc1=S
  -6, -8.6, 0.95, 26, -4, 1, -1, 5, 2
C=CCn1c(C)cc(C(=O)CSc2ccc(NC(C)=O)cc2)c1C
  0, -4.1, 0.97, 0, 0, 1, -2, 3, 1
CCCc1[nH]nc2c1C1(C(=O)N(CC)c3ccccc31)C(C#N)=C(N)O2 (stereo not given)
  4, -2.9, 0.99, -9, -3, 1, -2, 1, 0
Cc1c(O)cc2n(c1=O)-c1ccc(Cl)cc1C2(C)C
  -1, 1.2, 1, -9, -4, 0.9, 10, -1, 2
NC(=O)c1ccc(-n2nnnc2SCC(=O)Nc2ccc(N3CCOCC3)c(Cl)c2)cc1
  -2, 3.2, 1, -1, 4, 1.1, -10, -5, 2
CC(=O)Nc1ccc(S(=O)(=O)N=S(C)C)cc1
  -2, -1.1, 0.95, -2, -2, 1, -3, 5, -4
O=C(Nc1ccccn1)c1ccc2c(=O)n3c(nc2c1)CCCCC3
  -5, -0.3, 1.1, -8, -4, 1, -4, -8, 5
CC1CN(S(=O)(=O)c2ccc(C(=O)OCc3ccc(C#N)cc3)cc2)CC(C)O1 (stereo not given)
  -4, -2.0, 0.95, -2, -2, 0.99, 1, 5, 3
COc1ccc(-c2ccc(-c3noc(-c4ccco4)n3)c(OC)n2)cc1
  -4, 1.0, 0.9, -6, 0, 0.77, 23, 10, -11

A portion taken from the entries so far, for reference:
Values run as follows: MIN6 prolif, MPTP inh, mIAP activ, A3G deaminase, A3A deaminase, hIAP activ, hIAP inh, mIAP block, NR3A LBD binder
Cc1cc(NC(=O)C2CC(=O)N(c3cccc(Cl)c3)C2)no1 (stereo not given)
  0, -1.6, 1, -8, 5, 0.87, 13, -2, -5
COc1ccc(CNC(=O)CSc2nnc(C(F)(F)F)n2C)cc1
  4, 0.0, 0.92, -9, 1, 1.1, -6, 8, 0
S=C1CCSc2ccc(Cl)cc2N1
  0, -1.3, 0.91, -8, -3, 1.2, -22, 9, -1
NC(=O)Nc1ccc(C(=O)OCC(=O)N2CCc3ccccc3C2)cc1
  0, 0.8, 1.2, -6, 1, 0.96, 4, -22, 0
COc1ccc(N(C)S(=O)(=O)c2cccc(C(=O)NC3CCCCCC3)c2)cc1
  -3, -0.2, 0.97, -8, 0, 1, -3, 3, 2
CCc1ccccc1NS(=O)(=O)c1ccc(SC)cc1
  0, -5.2, 1, -10, -4, 1.1, -11, -1, 0
CCn1c(N)c(C(=O)NCCCOC)sc1=S
  -6, -8.6, 0.95, 26, -4, 1, -1, 5, 2
C=CCn1c(C)cc(C(=O)CSc2ccc(NC(C)=O)cc2)c1C
  0, -4.1, 0.97, 0, 0, 1, -2, 3, 1
CCCc1[nH]nc2c1C1(C(=O)N(CC)c3ccccc31)C(C#N)=C(N)O2 (stereo not given)
  4, -2.9, 0.99, -9, -3, 1, -2, 1, 0
Cc1c(O)cc2n(c1=O)-c1ccc(Cl)cc1C2(C)C
  -1, 1.2, 1, -9, -4, 0.9, 10, -1, 2
NC(=O)c1ccc(-n2nnnc2SCC(=O)Nc2ccc(N3CCOCC3)c(Cl)c2)cc1
  -2, 3.2, 1, -1, 4, 1.1, -10, -5, 2

New compounds follow:
Values run as follows: MIN6 prolif, MPTP inh, mIAP activ, A3G deaminase, A3A deaminase, hIAP activ, hIAP inh, mIAP block, NR3A LBD binder
COc1ccc(C2C3=C(CC(C)(C)CC3=O)Oc3ncn(Cc4ccco4)c(=N)c32)cc1 (stereo not given)
  -1, 2.4, 1, -4, -4, 1.2, -18, -1, -2
CC(Sc1nnc(C2CC2)n1C1CC1)C(=O)N(C)Cc1cccc(F)c1 (stereo not given)
  1, -0.1, 0.96, -2, -1, 0.99, 1, 4, 0
O=c1[nH]c(SCc2ccccc2)nnc1-c1ccccc1
  -2, 4.7, 0.97, -2, -2, 1, -2, 3, 4
O=C(C[n+]1ccccc1)N/N=C/c1ccco1
  -4, 0.4, 0.95, -3, 0, 0.95, 5, 5, -3
O=C(COc1ccc(S(=O)(=O)N2CCCC2)cc1)NCCC1=CCCCC1
  -2, 1.2, 1.2, -2, 1, 1.2, -21, -15, 0
CCC1(CC)C(=O)C2=C3C1[C@H](C(=O)OC)C=C(C(=O)OC)C[C@H]3[C@H]1C(=O)NC(=O)[C@H]1[C@H]2C (stereo not given in full)
  -2, 0.0, 0.97, -11, -4, 1, -3, 3, -1
CNC(=S)N1C2CCC1CC(NC(=O)NC13CC4CC(CC(C4)C1)C3)C2 (stereo not given)
  2, -1.1, 1, -2, -3, 1.2, -18, -1, -1
COc1cc(OC)cc(C(=O)Nc2ccccc2C(=O)NCc2cccnc2)c1
  2, -0.1, 0.98, -10, -3, 1, -2, 2, 1
S=C(Nc1ccc2c(c1)OCCO2)Nc1ccc2c(c1)OCO2
  -4, -1.3, 0.99, -6, -1, 1.1, -7, 1, -1
Cc1cc(C)c(S(=O)(=O)N2CCN(C(=O)N(C)C)CC2)c(C)c1
  -2, -0.3, 1, -5, -5, 1.1, -7, -4, 2
CCC(C)c1ccccc1OCCn1ccnc1 (stereo not given)
  0, 1.1, 0.95, 7, 2, 1.2, -21, 5, -4
COc1ccc(N2CCN(C(=O)c3cc(C)on3)CC2)cc1
  5, 0.1, 1.1, -6, -1, 0.98, 2, -11, -2
CC(C)NC(=O)CSc1ccccc1C(=O)N1CCN(S(=O)(=O)Cc2ccccc2)CC1
  0, -0.3, 0.99, -9, -2, 1.1, -10, 1, 2
O=C(N/N=C/c1ccc(OCc2ccc(F)cc2)cc1)c1ccccc1
  -3, -0.1, 1.1, -7, -3, 1.1, -10, -9, 8
CC(C)NS(=O)(=O)c1ccc2c(c1)NCC2
  2, 0.4, 1.1, -7, 0, 0.99, 1, -14, 1
CC(C)COc1ccc(C(=O)OCC(=O)NCc2cccs2)cc1
  -4, -1.6, 1.1, -5, -3, 1, -1, -8, 2
COc1ccccc1/C=C\C=N\n1c(-c2ccc(Cl)cc2)n[nH]c1=S
  -1, 3.4, 0.88, -8, -6, 1, -2, 12, -6
CC1(C)CNC(=O)CC(C)(C)N1
  -1, -0.2, 0.99, -1, 0, 1, -2, 0, -1
O=C(CSc1ccccc1)N1CCCC(Nc2ccccc2)C1 (stereo not given)
  7, -1.8, 0.93, -7, -8, 0.98, 2, 7, 2
CNc1nc(OCC(F)(F)F)nc(OCC(F)(F)F)n1
  -2, 1.7, 0.99, -5, 1, 1, -1, 1, -2
O=C(O)c1cc(S(=O)(=O)N2CCN(C(=O)c3ccco3)CC2)c(Cl)cc1Cl
  1, 0.1, 0.97, -7, -2, 0.95, 5, 3, 0
Cc1cc(C)cc(C(=O)NCCn2cc(SCC(=O)N3CCOCC3)c3ccccc32)c1
  0, -1.0, 1, 0, 2, 1, 0, 0, -2
Cc1cnc(C(=O)OC(C(=O)Nc2cc(C(F)(F)F)ccc2Cl)c2ccccc2)cn1 (stereo not given)
  0, 0.2, 1, -8, -2, 1.2, -23, -3, -4
[O-][n+]1c2c(nn1-c1ccccc1Cl)-c1nonc1CC2
  -1, -1.0, 1, -5, 0, 1, -1, -2, -1
COc1cccc(C2CC(c3ccc(C)cc3)n3ncnc3N2)c1 (stereo not given)
  0, -2.2, 1, -2, -1, 1, -3, -3, -1
C[C@@H]1CN([C@H](C)CO)C(=O)Cc2cc(NS(=O)(=O)c3cn(C)cn3)ccc2O[C@H]1CN(C)S(=O)(=O)c1ccc(Cl)cc1
  -2, -2.2, 0.93, -8, -5, 1.1, -7, 7, 3
CCOC(=O)C1CCN(C(=O)Nc2ccc3nccnc3c2)CC1
  -2, -4.5, 0.92, -7, -1, 1.1, -9, 8, 4
Cc1ccccc1Nc1nc(N)nc(CSc2nnc(-c3ccccc3)n2C)n1
  -1, -1.6, 1, -2, 3, 1.2, -17, -3, 0
O=C(CCCC(=O)N(CC(=O)NC1CCCC1)Cc1ccc2c(c1)OCO2)Nc1ccccn1
  -1, -1.2, 1, -2, 0, 1, -1, -5, 0
O=C(c1ccco1)N1N=C(c2ccc(Br)cc2)CC1(O)C(F)(F)F (stereo not given)
  -2, 0.3, 0.93, -3, -3, 1.1, -6, 8, -10
O=C(NC1CCCCC1)c1ccccc1C(F)(F)F
  -2, 0.2, 0.88, -5, 1, 1.1, -8, 12, 0
CCOC(=O)c1c(C2CC2)csc1NC(=O)COC(=O)c1ccc[n+]([O-])c1
  3, -0.1, 1, -9, 3, 1, -2, -3, -2
CCC1CCCCN1CCCNC(=O)c1cn(C)c2ccc(S(=O)(=O)N(C)C3CCCCC3)cc2c1=O (stereo not given)
  -5, -0.8, 0.99, -3, 1, 0.92, 8, 1, -2
CC(=O)c1ccc(NC(=O)C(C)OC(=O)C2CCN(c3ccc(C(F)(F)F)cn3)CC2)cc1 (stereo not given)
  -3, 0.3, 0.96, -10, 10, 1, 0, 4, -2
COc1cc(/C=C2\SC(=O)N(c3ccc(O)cc3)C2=O)cc(OC)c1OC
  -1, 2.1, 1, -7, 1, 1.2, -19, 0, -2
Cn1cccc1C(=O)NC(=O)COC(=O)CNC(=O)CNC(=O)c1ccc(Cl)cc1Cl
  -2, -0.8, 0.9, -5, -3, 0.93, 7, 10, -1
CN(CCCOc1ccccc1F)Cc1ccccc1
  -1, 0.7, 0.89, -11, -6, 0.81, 19, 11, 1
NCCCCC(N)c1cn([C@@H](CCC(=O)O)C(=O)N2CCNCC2)nn1 (stereo not given in full)
  0, -0.8, 1, -7, -1, 0.93, 7, -1, 0
CCN1CCN(c2nnc(-c3ccccc3)c3ccccc23)CC1
  3, -0.5, 1.1, -3, 1, 0.97, 3, -6, 3
COc1ccccc1CNC(=O)Cn1c(=O)oc2cc(S(=O)(=O)N3CCCC3)ccc21
  -2, -1.9, 1.1, -12, -3, 0.9, 10, -10, -1
CCOc1ccc(C(=O)COC(=O)Cc2n[nH]c(=O)c3ccccc23)cc1
  -6, -3.1, 1, -6, 0, 1.1, -7, -1, 2
COc1ccccc1CC(=O)NNC(=O)c1ccc(C(C)(C)C)cc1
  -3, -2.5, 0.93, -7, 0, 1.6, -62, 7, -1

Rows are unselected; any-hit rate near 5%.
